SENP1 FRET inh = human SENP1 catalytic domain inhibitors, primary screen, biochemical, FRET, uHTS. recombinant SENP1 catalytic domain, CyPet-SUMO1-YPet FRET cleavage. inhibition, % at 10 µM. 0.21% of 360,000 active. AID 624204, 2012;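 active = inhibition at least 30% at 10 µM, raw YFP signal under a set limit, fluorescence ratio 0.5 to 1.5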;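 also: 0% = enzyme with DMSO and 100% = no enzyme wells; some results filed as inactive read as strong as hits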
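Controls: no-enzyme wells low, DMSO-plus-enzyme wells high control. Test system: human recombinant His6-tagged SENP1 catalytic domain enzyme. Reagent: SFCypet-SUMO1-SFYpet FRET protein substrate, 25 nM final. Doses: one dose per compound, 10 µM, 0.5% DMSO. Detection: FRET, CFP and YFP emission. Timing: 50 min reaction at room temperature.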
HKDC1 inh = HKDC1 hexokinase inhibitors, primary screen, biochemical, fluorescence, uHTS | recombinant HKDC1, G6PDH/diaphorase resazurin coupled fluorescence | inhibition, % at 20 µM | 0.16% of 340,000 active;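 active = inhibition above about 35% when tested at 20 µM, limit read from the data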;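 also: plate controls were DMSO wells with enzyme for no effect and DMSO wells lacking enzyme for full effect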
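Material: recombinant HKDC1 hexokinase; Amount: HKDC1 at 5 µg/mL; Medium: Tris pH 8.0 buffer with MgCl2, Tween-20, BSA, BME; Schedule: 90 min reaction incubation at room temperature, dark; Technique: coupled resazurin fluorescence, excitation 525 nm, emission 613 nm.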
SENP8 block-1 = SENP8 protease inhibitors, primary screen, biochemical, luminescence. AID 2540, 2010. inhibition, % at 10 µM. Sentrin-specific protease 8 (Homo sapiens), Q96LD8. purified SENP8, Z-RLRGG-aminoluciferin cleavage. 1.2% of 330,000 active; in the data active = inhibition above about 50%
Target sequence (Q96LD8 whole entry, looked up): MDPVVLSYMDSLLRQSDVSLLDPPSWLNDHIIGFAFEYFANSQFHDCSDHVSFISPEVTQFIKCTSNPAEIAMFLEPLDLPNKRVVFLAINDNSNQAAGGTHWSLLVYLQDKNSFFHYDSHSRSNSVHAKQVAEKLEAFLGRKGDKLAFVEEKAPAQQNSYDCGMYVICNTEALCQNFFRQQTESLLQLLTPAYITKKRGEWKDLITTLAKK
SENP8 block-2 = human SENP8 protease inhibitors, primary screen, biochemical, fluorescence, Nedd8 protein substrate, uHTS. inhibition, % at 20 µM. recombinant SENP8. 0.64% of 360,000 active. AID 602440, 2012. Sentrin-specific protease 8 (Homo sapiens), Q96LD8; in the data active = inhibition mostly above about 40%, no sharp cut-off; inactive = mostly below about 27%
UBC13 polyUb = UBC13 polyubiquitin chain formation inhibitors, primary screen, biochemical, TR-FRET, uHTS. inhibition, % at 20 µM. 0.47% of 330,000 active. Ubiquitin-conjugating enzyme E2 N (Homo sapiens), P61088; in the data active = inhibition above about 45%, passing the limit was not always enough
Target sequence (P61088 whole entry, looked up): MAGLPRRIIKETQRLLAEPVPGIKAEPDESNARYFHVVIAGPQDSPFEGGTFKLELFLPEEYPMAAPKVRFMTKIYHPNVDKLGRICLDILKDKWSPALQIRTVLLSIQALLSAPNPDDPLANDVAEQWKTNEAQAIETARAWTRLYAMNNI
SENP7 inh = SENP7 protease inhibitors, primary screen, biochemical, luminescence, uHTS; Sentrin-specific protease 7 (Homo sapiens), Q9BQF6; recombinant SENP7, Z-RLRGG-aminoluciferin luminescence, 40 min; inhibition, % at 5 µM; 1.5% of 330,000 active; AID 434973, 2010;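 active = inhibition above about 50% at the single test dose, limit read from the data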;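 also: plate controls were DMSO with enzyme for no effect and no enzyme buffer wells for full effect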
PfGluPho inh = PfG6PD enzyme inhibitors, primary screen, biochemical, fluorescence intensity, uHTS | PfGluPho enzyme, NADPH resazurin-diaphorase fluorescence | inhibition, % at 20 µM | 0.78% of 350,000 active | AID 504690, 2011;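 active = inhibition reaching at least a set limit at 20 µM in the primary screen, cut at about 59% in these data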;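 also: 0% = DMSO wells with substrate and 100% = DMSO wells lacking glucose-6-phosphate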
beta cell repl = inducers of MIN6 beta-cell proliferation, primary screen, ATP luminescence, uHTS; MIN6 cells proliferation, ATPlite luminescence, 48 h; cells starved in 0.2% serum; 100% = growth in 10% serum; proliferation, % at 10 µM; 0.29% of 330,000 active; AID 2380, 2010;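 active = compounds whose signal lies at least 3.5 SD above the mean of all wells on their plate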;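 also: 0% = DMSO-treated cells in low-serum medium and 100% = 10% serum control; some compounds called inactive have numbers as strong as hits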
SENP6 inh = SENP6 protease inhibitors, primary screen, biochemical, luminescence, uHTS; Sentrin-specific protease 6 (Homo sapiens), Q9GZR1; Recombinant SENP6 catalytic domain, aminoluciferin luminescence; inhibition, % at 10 µM; 1.8% of 330,000 active; AID 2599, 2010;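 active = inhibition above about 50% at the single tested dose, limit read from the data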;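 also: plate controls were DMSO wells with enzyme for no effect and DMSO wells lacking enzyme for full effect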
Target sequence (Q9GZR1 628-1112 limits assumed): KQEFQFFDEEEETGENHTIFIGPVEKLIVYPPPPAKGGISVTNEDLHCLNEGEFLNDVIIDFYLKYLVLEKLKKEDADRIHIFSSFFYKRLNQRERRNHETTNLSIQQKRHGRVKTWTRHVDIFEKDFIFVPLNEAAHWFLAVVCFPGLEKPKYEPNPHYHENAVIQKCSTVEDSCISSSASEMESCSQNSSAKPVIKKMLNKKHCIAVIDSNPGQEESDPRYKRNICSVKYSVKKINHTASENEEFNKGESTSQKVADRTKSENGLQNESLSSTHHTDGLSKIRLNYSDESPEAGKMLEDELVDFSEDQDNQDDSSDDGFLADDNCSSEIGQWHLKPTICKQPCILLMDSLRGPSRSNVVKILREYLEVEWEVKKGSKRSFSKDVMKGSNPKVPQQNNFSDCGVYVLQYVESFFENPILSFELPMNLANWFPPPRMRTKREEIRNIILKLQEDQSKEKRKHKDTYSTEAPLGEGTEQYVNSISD
Active calls of the source: *; x = no result given.

SMILES	SENP1 FRET inh	HKDC1 inh	SENP8 block-1	SENP8 block-2	UBC13 polyUb	SENP7 inh	PfGluPho inh	beta cell repl	SENP6 inh
CN=CC1=C(O)C(C(=O)OC)C(C)(C)CC1=O (stereo not given)	0	-9	2	3	3	0	6	-3	-23
CC1CCCC/C1=N\Nc1ccc(S(N)(=O)=O)cc1[N+](=O)[O-] (stereo not given)	2	22	-14	20	-81	-1	16	-1	-3
CC(C)n1cc(C(N)=S)c(=O)n(Cc2ccccc2)c1=O	-1	-2	3	22	8	3	-6	-3	-1
CC1=NN(/C(=N\c2nnc(C)s2)Nc2ccccc2)[C@H](c2ccc(C)cc2)S1	-1	0	0	22	-1	10	45	0	-9
Cc1ccccc1C(=O)Oc1cccc2c(O)cccc12	-1	5	-2	5	-2	5	12	-5	5
CN(Cc1ccc(F)cc1)C(=O)C(Cc1ccccc1)NC(=O)c1ccccc1 (stereo not given)	0	-4	-1	10	4	3	13	-1	4
Cc1ccc(NC(=O)c2cc(-c3ccc4c(c3)OCO4)on2)cc1	2	-1	-11	-157	3	-13	18	1	-8
CCN(C(=O)c1c(-c2ccccc2)noc1C)c1ccccc1	1	3	-1	12	1	-3	2	-1	-1
CN(C)CC(C)(C)CNC(=O)c1cc(Br)cc(Br)c1O	2	-5	1	-64	2	-1	0	-4	-10
CCOC(=O)N1CCN(C(=O)CSc2cc(C)nc3c(-c4ccccc4OC)c(C)nn23)CC1	-4	7	-3	0	-14	-10	-15	-5	-20
CCc1nnc(NC(=O)C=C(C)C)s1	3	-5	-2	22	7	0	-5	1	7
Clc1cc(NCc2ccccc2)ncn1	0	-2	6	3	3	-13	-14	-3	-8
CCc1ccc(N2CCN(CCNC(=O)Nc3ccccc3)CC2)cc1	2	-2	-2	13	-2	-4	4	-3	-8
CCOc1cc(/C=C/C(=O)c2ccc(OC)c(CN3CCOCC3)c2)cc(Br)c1O	-28	8	-4	-16	-97	4	8	-3	8
COC(=O)c1ccc(C2CC(=O)Nc3cc(OC)c(OC)c(OC)c32)cc1 (stereo not given)	0	-6	2	18	-2	1	12	-4	-5
Cc1ccc(CN2CCN(/N=C/c3cc(Br)cc(Br)c3O)CC2)c(C)c1	-36	9	-6	1	-11	-1	-2	-3	-2
CCCS(=O)(=O)N1CCN(CCN2C(=O)c3cccc4cccc(c34)C2=O)CC1	0	-12	2	-7	-6	2	-5	1	17
O=C(CSc1ncn[nH]1)N1c2ccccc2Sc2ccccc21	1	-5	-1	24	-2	-2	-16	-1	-13
O=CC1=C(N2CCOCC2)/C(=C/c2ccc(Cl)cc2)CC1	0	17	3	6	-2	2	-10	-5	5
CCC(=O)NC(=S)Nc1ccc(NC(=O)CC)cc1	3	-8	0	10	3	-3	-14	-2	0
CN(C)S(=O)(=O)c1ccc(C(=O)Nc2cccc(C(=O)N3CCOCC3)c2)cc1	1	-3	0	12	1	-1	6	-1	3
O=C(NCc1ccc(F)cc1)c1cccc(S(=O)(=O)N2CCCC2)c1	1	-11	-13	14	-1	-7	3	3	-20
COc1cc(/C=N/NC(=O)c2ccc(N)cc2)ccc1OC(=O)c1cccc(C)c1	1	4	6	-140	5	-6	1	-4	-11
O=C(CCNS(=O)(=O)c1ccccc1)OCc1nnc(-c2ccccc2)o1	2	-7	3	9	-10	-2	2	-5	12
N=C1C(c2ccccc2)=C(O)CN1c1ccccc1N1CCOCC1	0	-6	1	10	2	49	16	-2	-45
COc1ccc(S(=O)(=O)N2CCN(c3ccccc3)CC2)cc1	2	-8	7	10	3	2	0	-3	5
O=C(Nc1ccccc1Cl)NC1(C(=O)N2CCCC2)CCCCC1	1	-4	2	19	6	0	-6	1	-12
Cn1c(=O)cc(SCC(=O)NCCC2=CCCCC2)c2ccccc21	3	-8	0	-15	18	-2	18	0	5
Cc1ccc(OC(=O)c2ccccc2C(=O)OCC(F)(F)C(F)F)cc1	-4	-1	-7	18	4	1	20	-6	-6
O=C(/C=C/c1ccco1)OCc1nnc(-c2ccccc2)o1	2	-7	-16	4	-2	-4	4	-4	-12
O=C(CNS(=O)(=O)c1cccs1)NCc1ccccc1	1	-7	0	11	0	-3	4	3	-13
CCCS(=O)(=O)c1c(S(=O)(=O)CCC)c2c(N)cccn2c1C(=O)c1ccc(Br)cc1	-8	14	-1	22	-16	-5	33	-6	8
O=C(Nc1ccc(S(=O)(=O)N2CCCC2)cc1)C1CCCCC1	1	-2	-5	0	-6	-6	2	0	-23
COc1ccc(C(=O)N2CCCC2)cc1	1	0	-11	14	-4	-14	-16	-2	12
Cn1c(N2CCCCC2)nc2c1c(=O)n(Cc1cccc(Br)c1)c(=O)n2C	2	-1	x	15	x	x	-3	x	x
CN(C(=O)c1cccc(NC(=O)Cc2cccc(NC(=O)C3CCCN(C(=O)CCc4ccccc4)C3)c2)c1)C1CCC1 (stereo not given)	0	-5	x	-2	x	x	6	x	x
c1cnc2ccc3ncccc3c2c1	0	12	-2	-10	-8	-1	5	-2	9
O=C(COC(=O)C1CC(=O)N(Cc2ccccc2)C1)c1ccc(F)cc1 (stereo not given)	2	-1	-4	25	12	3	-8	1	-8
CC(=O)Nc1cccc(Oc2cc(C#N)c(C#N)cc2N2CCCCCC2)c1	-1	3	-2	-127	14	1	0	-3	-12
CCCCn1cnc2c(=S)nc(N)[nH]c21	3	-2	-14	26	-6	-8	48	-2	8
CC(C)[C@H](NC(=O)C1CCN(S(=O)(=O)c2ccccc2)CC1)C(=O)NCc1ccccc1	3	-2	-12	11	3	-8	-10	-5	-19
CC(=NNC(=S)N(Cc1ccccn1)Cc1ccccn1)c1cnccn1	0	-38	x	7	x	x	20	x	x
COc1cccc(CN2CCN(Cc3cccc4c3OCO4)CC2CCO)c1 (stereo not given)	-2	-13	3	11	5	-5	1	0	8
COc1cc(C(=O)Nc2ccc3oc(-c4cccnc4)nc3c2)cc(OC)c1OC	-2	-3	3	-417	0	-7	5	0	0
Cc1cccc(SC2CCN(C(=O)C3CCC(=O)N(C4CC4)C3)CC2)c1 (stereo not given)	3	-5	6	-2	-3	3	-9	-3	-2
CSC1=N/C(=C\c2c(F)cccc2Cl)C(=O)S1	4	-6	-8	14	6	-11	10	0	-3
Cc1ccc(CNC(=O)CN2C(=O)c3ccccc3S2(=O)=O)cc1	1	-6	7	15	1	-11	-21	2	6
COc1ccc(CN2CCN(C(=O)c3ccc(F)cc3)CC2)c(OC)c1	1	4	-13	2	-14	5	-24	-3	-3
COc1ccc(-c2c(-c3ccc(O)cc3O)n[nH]c2C(F)(F)F)cc1	2	2	2	16	9	5	2	-6	0
COc1ccc(S(=O)(=O)Nc2nc3n(n2)C(c2ccc(Cl)cc2)CC(=O)N3)cc1 (stereo not given)	-1	0	3	-4	2	-1	-6	1	-16
(more compounds)
SMILES	SENP1 FRET inh	HKDC1 inh	SENP8 block-1	SENP8 block-2	UBC13 polyUb	SENP7 inh	PfGluPho inh	beta cell repl	SENP6 inh
O=C(CN1CCOCC1)N/N=C/c1ccc(-c2cccc(Cl)c2Cl)o1	-8	-1	-2	-97	-2	-4	3	1	-6
Cc1ccc(N(C(=O)c2csnn2)C(C(=O)NC2CCCC2)c2ccccn2)cc1 (stereo not given)	-1	-5	4	10	-5	2	-4	3	5
COc1ccc(OCC(=O)Nc2ccc(S(=O)(=O)N3CCN(C)CC3)cc2)cc1	3	-4	-15	7	2	-1	21	-1	6
O=C(CSc1nnc(-c2ccncc2)n1-c1ccc(Cl)cc1)Nc1ccc(C(=O)O)cc1	0	-9	-10	5	1	-4	3	-2	-46
Cc1ccc(Sc2cc(C)nc(-c3ccccn3)n2)cc1	-1	1	-4	8	8	0	-3	0	-6
COc1ccc(NC(=S)N(CCCN2CCCCC2)Cc2cccs2)cc1	0	8	4	18	-3	10	6	0	11
CCN(CC(=O)Nc1ccccc1OC)C(=O)CSCc1c(C)noc1C	2	-7	-3	14	3	-5	5	-1	-6
CC1CCCN(C(=O)Cn2cnc3c2c(=O)n(C)c(=O)n3C)C1 (stereo not given)	1	-8	-1	19	4	5	-3	1	0
O=c1c(Cc2ccc(F)cc2)c(O)ccn1Cc1cccc(Cl)c1	2	8	4	13	2	7	-6	0	-2
O=C(CNC(=O)Cc1ccccc1)N=Nc1c(O)[nH]c2ccc(Br)cc12	4	-3	-11	38	-22	-2	10	0	10
CCCc1cc(=O)[nH]c(SCC(=O)N2CCc3ccccc3C2)n1	-3	2	-6	-10	-12	-6	5	-3	2
COc1ccc(NC(=O)COc2ccc(/C=N/NC(=O)c3cccnc3)cc2OC)cc1	3	16	-4	-46	-9	-5	-22	-3	14
CN(C)CCCNC(=O)C[C@H]1C[C@H](C(=O)N2CCOCC2)[C@@]2(C)c3[nH]c4ccc(Cl)cc4c3CCN2C1=O	2	3	x	-1	x	10	10	x	x
CCc1nnc(NC(=O)COc2ccccc2[N+](=O)[O-])s1	2	-7	0	24	3	-2	7	4.6*	1
COCCn1c(SCC(=O)NNC(=O)c2ccc(OC)c(OC)c2)nc2ccccc2c1=O	0	5	3	8	-6	0	-4	0	-8
COc1ccc(C2=C(CN(C)C)C(c3ccccc3)c3ccccc3O2)cc1 (stereo not given)	2	8	-2	19	26	-1	21	-4	-14
C(=C\c1ccccc1)/C=N/Nc1nncc(-c2ccccc2)n1	x	x	-17	x	-28	6	x	-2	-17
C/C(=N\N=C1/NC(=O)C(C)S1)c1ccco1 (stereo not given)	1	4	4	21	11	2	1	-3	-21
CCCC(=O)Nc1ccccc1N1CCN(C(=O)c2ccccc2)CC1	0	-2	2	16	-2	4	-8	0	-3
CCn1nc(C(=O)NCCc2ccc3c(c2)OCCO3)c2ccccc2c1=O	2	1	2	-3	16	-5	2	4	0
CCCCNC(=O)CCc1nc2cccnc2n1Cc1ccc(OC)cc1	2	-2	-5	14	-13	-7	17	-3	2
COc1ccc(/C=N/NC(=O)COc2cccc3cccnc23)cc1OC	-1	-13	-10	8	-23	-10	-6	0	-9
COc1ccc2[nH]c(=O)c(CN(C(=O)COc3ccccc3)C(C)C)cc2c1	1	2	2	-376	7	5	5	-2	2

Screening data: PubChem, Sanford-Burnham Center for Chemical Genomics
